AGP1 TOR yeast – alters AGP1-GFP fluorescence in TOR pathway yeast screen. hit rate 0.02% among 320,000. S. cerevisiae AGP1-GFP multiplex flow cytometry, 3 h; GFP as percent of DMSO wells. GFP response vs DMSO, % at 10 µM;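 active = GFP response relative to DMSO above a set limit, near screen average plus 3 SD, cut at about 150% in these data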;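 note: median GFP channel fluorescence of the gated AGP1 strain per well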
LAP4 TOR yeast – yeast TOR pathway LAP4-GFP modulation; hit rate 0.34% among 320,000; GFP response vs DMSO, % at 10 µM; S. cerevisiae LAP4-GFP multiplex, flow cytometry GFP, 3 h; median GFP as percent of DMSO wells;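 active = GFP response vs DMSO above a set limit, about the screen mean plus 3 SD, cut at about 150% in these data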
CIT2 TOR yeast – yeast TOR pathway CIT2-GFP modulation. GFP response vs DMSO, % at 10 µM. AID 2029. hit rate 0.065% among 320,000. S. cerevisiae CIT2-GFP strain, flow cytometry, 3 h; 100 means same as DMSO wells;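 active = GFP response relative to DMSO above a set limit, near the screen mean plus 3 SD, cut at about 150% in these data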;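 note: ratio of well median GFP fluorescence to mean of DMSO wells on the plate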
MEP2 TOR yeast – alters MEP2-GFP fluorescence in TOR pathway yeast screen | S. cerevisiae MEP2-GFP strain, flow cytometry GFP, 3 h; 100% = DMSO control level | GFP response vs DMSO, % at 10 µM | hit rate 0.51% among 330,000 | AID 2016;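 active = GFP response versus DMSO above a set limit, roughly screen mean plus 3 SD, cut at about 180% in these data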;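 note: median GFP fluorescence of the barcode-gated MEP2-GFP cells per well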
GRK2 inh – blocks RNA aptamer binding to human GRK2. bead flow cytometry, FAM-aptamer displacement from GRK2. P25098. hit rate 0.59% among 330,000. inhibition of aptamer binding, % at 10 µM;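 active = inhibition of aptamer binding above 40%, roughly 3 SD of noise, on plates passing a quality check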;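 note: median bead fluorescence of bound FAM aptamer so fluorescent compounds give negative values; no value below 0 was filed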
Target sequence (P25098 whole entry, looked up): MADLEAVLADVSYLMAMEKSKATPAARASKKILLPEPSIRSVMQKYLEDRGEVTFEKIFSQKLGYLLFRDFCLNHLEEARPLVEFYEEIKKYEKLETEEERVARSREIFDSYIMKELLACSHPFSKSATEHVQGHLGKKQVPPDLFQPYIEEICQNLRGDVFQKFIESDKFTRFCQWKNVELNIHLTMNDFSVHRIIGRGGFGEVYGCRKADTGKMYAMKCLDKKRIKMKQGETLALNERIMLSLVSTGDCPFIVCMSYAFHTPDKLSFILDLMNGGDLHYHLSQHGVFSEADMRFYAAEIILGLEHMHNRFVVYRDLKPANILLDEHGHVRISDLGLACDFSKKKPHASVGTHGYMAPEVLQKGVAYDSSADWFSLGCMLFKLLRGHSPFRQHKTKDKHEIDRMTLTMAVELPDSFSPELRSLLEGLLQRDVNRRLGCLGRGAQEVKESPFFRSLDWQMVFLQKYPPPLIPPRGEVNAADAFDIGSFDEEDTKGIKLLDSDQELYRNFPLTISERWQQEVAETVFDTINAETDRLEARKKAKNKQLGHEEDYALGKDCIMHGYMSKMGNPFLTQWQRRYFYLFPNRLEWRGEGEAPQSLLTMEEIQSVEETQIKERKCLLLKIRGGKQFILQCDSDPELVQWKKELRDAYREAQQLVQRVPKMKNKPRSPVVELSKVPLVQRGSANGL
RPL19A TOR yeast – modulators of TOR pathway RPL19A-GFP in S. cerevisiae | hit rate 0.3% among 330,000 | S. cerevisiae RPL19A-GFP strain, flow cytometry, 3 h; stronger effect = lower value | percent response vs DMSO, % at 10 µM;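 active = percent response vs DMSO below 50%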;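 note: median channel GFP fluorescence of the barcoded RPL19A-GFP strain; ratio of sample median GFP to plate DMSO average so 100% = DMSO; lower means less RPL19A-GFP as with rapamycin TOR inhibition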
VLA-4 inh – inhibition in a human VLA-4 binding assay; VLA-4 expressing cells, ligand binding flow cytometry; hit rate 0.2% among 330,000; P13612; inhibition, % (about 7 µM as worked out from the volumes in the protocol); in the data active = inhibition above about 50%
JMJD2C inh – human JMJD2C demethylase inhibition. GST-JMJD2C(1-420) H3K9me3 demethylation, DELFIA europium. inhibition, % at 2.35 µM. hit rate 0.069% among 330,000. AID 2099;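 active = more than half of a compound's replicate wells show inhibition beyond 50%, single wells judged on their own value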;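 note: signal counts dimethyl H3K9 product captured on neutravidin plate; 0% = median of DMSO wells and 100% = 0.3 times that DMSO median; strong numbers were not always called active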
Target sequence (Q9H3R0 1-420 limits assumed): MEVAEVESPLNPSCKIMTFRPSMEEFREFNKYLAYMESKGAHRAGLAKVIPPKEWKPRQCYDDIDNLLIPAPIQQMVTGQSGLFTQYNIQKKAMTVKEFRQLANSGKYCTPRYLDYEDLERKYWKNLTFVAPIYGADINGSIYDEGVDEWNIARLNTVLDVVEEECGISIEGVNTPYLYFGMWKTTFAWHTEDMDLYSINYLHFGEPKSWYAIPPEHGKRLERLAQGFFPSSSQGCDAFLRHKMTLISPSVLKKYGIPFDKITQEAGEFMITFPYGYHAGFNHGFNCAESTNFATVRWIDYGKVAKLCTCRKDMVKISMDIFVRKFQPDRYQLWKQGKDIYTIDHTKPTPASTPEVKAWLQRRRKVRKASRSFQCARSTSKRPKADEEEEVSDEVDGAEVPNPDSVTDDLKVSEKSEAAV
An asterisk follows results filed as active.

For O=c1[nH]cnc(O)c1N=Nc1ccccc1 the results were AGP1 TOR yeast 101.3, LAP4 TOR yeast 96.7, CIT2 TOR yeast 102.7, MEP2 TOR yeast 104.9, GRK2 inh 0.0, RPL19A TOR yeast 106.0, VLA-4 inh 2.6 and JMJD2C inh -3.8.
Screening Cc1nc(N2CCCCC2)c2c(C)c(C(=O)Nc3cccc(C(F)(F)F)c3)sc2n1 returned AGP1 TOR yeast 92.7, LAP4 TOR yeast 110.8, CIT2 TOR yeast 99.2, MEP2 TOR yeast 102.7, GRK2 inh 0.0, RPL19A TOR yeast 100.7, VLA-4 inh 6.9 and JMJD2C inh 3.5.
Screening Cc1occc1-c1nnc(SCC(=O)NCc2cccs2)n1-c1ccc(F)cc1 returned LAP4 TOR yeast 96.6, CIT2 TOR yeast 103.7, MEP2 TOR yeast 99.5, GRK2 inh 12.0, RPL19A TOR yeast 95.7, VLA-4 inh 5.0 and JMJD2C inh 27.4.
`CN(C)S(=O)(=O)c1cccc(NC(=O)c2cc(=O)[nH]c3ccccc23)c1` gave AGP1 TOR yeast 102.8, LAP4 TOR yeast 99.2, CIT2 TOR yeast 102.2, MEP2 TOR yeast 99.9, GRK2 inh 0.0, RPL19A TOR yeast 99.2, VLA-4 inh 1.5 and JMJD2C inh 0.5.
Screening COc1ccccc1C(=O)Nc1cc2cc(Br)ccc2oc1=O returned AGP1 TOR yeast 105.7, LAP4 TOR yeast 98.8, MEP2 TOR yeast 115.2, GRK2 inh 3.0, RPL19A TOR yeast 101.7, VLA-4 inh -10.9 and JMJD2C inh -2.9.
For Cc1ccc(OCC(=O)NNC(=S)NC(=O)c2cccs2)c(C)c1 the results were AGP1 TOR yeast 95.1, LAP4 TOR yeast 84.0, CIT2 TOR yeast 84.4, MEP2 TOR yeast 106.2, GRK2 inh 0.0, RPL19A TOR yeast 121.2, VLA-4 inh 0.6 and JMJD2C inh -2.2.
Screening Cc1cc(NC(=O)CSc2nc3ccsc3c(=O)n2CCCC(=O)NCCc2ccccc2)no1 returned AGP1 TOR yeast 109.4, LAP4 TOR yeast 120.3, CIT2 TOR yeast 116.8, MEP2 TOR yeast 133.7, GRK2 inh 0.0, RPL19A TOR yeast 106.5, VLA-4 inh 8.1 and JMJD2C inh 0.9.
Cc1[nH]c2ccc(F)cc2c(=O)c1SC(F)(F)C(F)F was read as AGP1 TOR yeast 93.0, LAP4 TOR yeast 93.5, CIT2 TOR yeast 94.1, MEP2 TOR yeast 96.4, GRK2 inh 0.0, RPL19A TOR yeast 94.8, VLA-4 inh 9.0 and JMJD2C inh 4.2.
For Cc1ccc[n+](CC(=O)c2ccc(-c3ccccc3)cc2)c1 the results were AGP1 TOR yeast 92.6, LAP4 TOR yeast 96.5, CIT2 TOR yeast 89.3, MEP2 TOR yeast 99.8, GRK2 inh 0.0, RPL19A TOR yeast 98.3, VLA-4 inh 19.6 and JMJD2C inh -0.6.
Screening O=Cc1ccc(-c2cc(Cl)ccc2Cl)[nH]1 returned AGP1 TOR yeast 90.8, LAP4 TOR yeast 93.8, CIT2 TOR yeast 91.3, MEP2 TOR yeast 100.6, GRK2 inh 0.0, RPL19A TOR yeast 89.1, VLA-4 inh 7.7 and JMJD2C inh -1.1.
COc1cc2cc(CN(CCO)C(=O)c3cccs3)c(=O)[nH]c2cc1OC was read as AGP1 TOR yeast 96.8, LAP4 TOR yeast 93.1, CIT2 TOR yeast 103.8, MEP2 TOR yeast 96.2, GRK2 inh 1.0, RPL19A TOR yeast 94.7, VLA-4 inh -0.4 and JMJD2C inh -5.8.
COc1ccc([C@@H]2[C@@H]3C(=O)N(C(C)(C)C)C(=O)[C@@H]3[C@]3(C)C(=O)N(c4cccc(Br)c4)C(=O)N23)cc1 was read as AGP1 TOR yeast 81.5, LAP4 TOR yeast 99.7, CIT2 TOR yeast 73.3, MEP2 TOR yeast 87.6, GRK2 inh 0.0, RPL19A TOR yeast 98.2, VLA-4 inh 0.2 and JMJD2C inh -3.8.
`O=C(COC(=O)/C=C/c1ccc([N+](=O)[O-])cc1)NCC1CCCCC1` gave AGP1 TOR yeast 95.3, LAP4 TOR yeast 97.8, CIT2 TOR yeast 89.4, MEP2 TOR yeast 87.6, GRK2 inh 1.0, RPL19A TOR yeast 91.7, VLA-4 inh -8.6 and JMJD2C inh 5.3.
`Nc1cc(=O)[nH]c(SCC(=O)c2ccc(F)cc2)n1` gave AGP1 TOR yeast 86.8, LAP4 TOR yeast 84.2, CIT2 TOR yeast 97.2, MEP2 TOR yeast 87.6, GRK2 inh 1.0, RPL19A TOR yeast 95.3, VLA-4 inh 19.3 and JMJD2C inh -3.2.
For Nc1ccccc1SCCS(=O)(=O)c1ccc(Cl)cc1 the results were AGP1 TOR yeast 92.8, LAP4 TOR yeast 111.3, CIT2 TOR yeast 89.6, MEP2 TOR yeast 101.8, GRK2 inh 2.0, RPL19A TOR yeast 103.5, VLA-4 inh 7.7 and JMJD2C inh -7.8.
Screening COc1ccc(N/C=C2\CCOC2=O)cc1 returned AGP1 TOR yeast 90.2, LAP4 TOR yeast 98.7, CIT2 TOR yeast 86.3, MEP2 TOR yeast 94.5, GRK2 inh 9.0, RPL19A TOR yeast 91.2, VLA-4 inh 3.0 and JMJD2C inh inactive.
Screening COc1cccc2cc(C(=O)Oc3ccc(NC(C)=O)cc3)c(=O)oc12 returned AGP1 TOR yeast 100.5, LAP4 TOR yeast 111.1, CIT2 TOR yeast 101.8, MEP2 TOR yeast 112.5, GRK2 inh 0.0, RPL19A TOR yeast 99.8, VLA-4 inh 2.3 and JMJD2C inh -1.8.
Screening Cn1c(=O)oc2cc(S(=O)(=O)N3CCC(N4CCCCC4)CC3)ccc21 returned AGP1 TOR yeast 100.1, LAP4 TOR yeast 107.8, CIT2 TOR yeast 96.0, MEP2 TOR yeast 98.2, GRK2 inh 0.0, RPL19A TOR yeast 97.5 and VLA-4 inh 7.4.
`C#CCOCCOCCOCCNc1nc(N2CCOCC2)nc(N2CCN(C(=O)[C@H](Cc3ccc(O)cc3)n3cc([C@@H](N)CC(C)C)nn3)CC2)n1` gave AGP1 TOR yeast 93.7, LAP4 TOR yeast 107.4, CIT2 TOR yeast 111.0, MEP2 TOR yeast 96.1, GRK2 inh 5.0, RPL19A TOR yeast 101.9, VLA-4 inh 21.6 and JMJD2C inh 5.7.
Screening O=C(O)C1CCCCC1C(=O)NCCCc1ccccc1 (stereo unspecified) returned AGP1 TOR yeast 105.8, LAP4 TOR yeast 111.6, CIT2 TOR yeast 94.9, MEP2 TOR yeast 97.1, GRK2 inh 0.0, RPL19A TOR yeast 99.9, VLA-4 inh 16.1 and JMJD2C inh 2.5.

As a working copy, part of the list above:
`C#CCOCCOCCOCCNc1nc(N2CCOCC2)nc(N2CCN(C(=O)[C@H](Cc3ccc(O)cc3)n3cc([C@@H](N)CC(C)C)nn3)CC2)n1` gave AGP1 TOR yeast 93.7, LAP4 TOR yeast 107.4, CIT2 TOR yeast 111.0, MEP2 TOR yeast 96.1, GRK2 inh 5.0, RPL19A TOR yeast 101.9, VLA-4 inh 21.6 and JMJD2C inh 5.7.
Screening O=C(O)C1CCCCC1C(=O)NCCCc1ccccc1 (stereo unspecified) returned AGP1 TOR yeast 105.8, LAP4 TOR yeast 111.6, CIT2 TOR yeast 94.9, MEP2 TOR yeast 97.1, GRK2 inh 0.0, RPL19A TOR yeast 99.9, VLA-4 inh 16.1 and JMJD2C inh 2.5.

The listing continues:
COc1ccc(OC)c(N(CC(=O)NCc2ccccn2)S(C)(=O)=O)c1 was read as AGP1 TOR yeast 107.2, LAP4 TOR yeast 93.3, CIT2 TOR yeast 106.5, MEP2 TOR yeast 99.9, GRK2 inh 2.0, RPL19A TOR yeast 99.0, VLA-4 inh 45.4 and JMJD2C inh 2.2.
Screening CC1CCN(CCC(=O)Nc2nccs2)CC1 returned AGP1 TOR yeast 94.5, LAP4 TOR yeast 98.1, CIT2 TOR yeast 94.8, MEP2 TOR yeast 95.8, GRK2 inh 0.0, RPL19A TOR yeast 96.1, VLA-4 inh 7.2 and JMJD2C inh 15.7.
Screening Cc1ccc(N(C)C(=O)c2ccc3c(Cl)c4c(nc3c2)CCC4)cc1C returned AGP1 TOR yeast 77.4, LAP4 TOR yeast 85.3, CIT2 TOR yeast 72.4, MEP2 TOR yeast 81.5, GRK2 inh 2.0, RPL19A TOR yeast 89.2, VLA-4 inh -12.2 and JMJD2C inh -15.7.
Screening Cc1ccc(S(=O)(=O)NCCCNS(=O)(=O)c2ccc(C)cc2)cc1 returned AGP1 TOR yeast 93.6, LAP4 TOR yeast 90.8, CIT2 TOR yeast 81.3, MEP2 TOR yeast 95.7, GRK2 inh 0.0, RPL19A TOR yeast 90.9, VLA-4 inh 14.3 and JMJD2C inh 6.0.
`COc1ccc(Br)cc1C(=O)Nc1cc(C)cc(C)c1` gave AGP1 TOR yeast 98.4, LAP4 TOR yeast 107.1, CIT2 TOR yeast 110.2, MEP2 TOR yeast 102.9, GRK2 inh 0.0, RPL19A TOR yeast 103.9, VLA-4 inh -14.4 and JMJD2C inh -7.9.
NNc1nc(NCc2ccccc2)nc(N2CCOCC2)n1 was read as AGP1 TOR yeast 100.9, LAP4 TOR yeast 92.4, CIT2 TOR yeast 103.3, MEP2 TOR yeast 92.2, GRK2 inh 2.0, RPL19A TOR yeast 95.1, VLA-4 inh 9.5 and JMJD2C inh -20.9.
Screening CC1(C)Cc2c(C#N)c(N3CCN(C(=O)c4ccco4)CC3)nc(Cc3ccccc3)c2CO1 returned AGP1 TOR yeast 104.6, LAP4 TOR yeast 108.2, CIT2 TOR yeast 102.8, MEP2 TOR yeast 117.0, GRK2 inh 3.0, RPL19A TOR yeast 103.3, VLA-4 inh -16.7 and JMJD2C inh 3.9.
CC(C)C(=O)Nc1c(-c2ccccc2)c(=O)c2ccccc2n1C was read as AGP1 TOR yeast 104.3, LAP4 TOR yeast 107.7, CIT2 TOR yeast 98.5, MEP2 TOR yeast 95.2, GRK2 inh 2.0, RPL19A TOR yeast 98.7 and VLA-4 inh -1.3.
O=C(CSc1nnc2c(n1)[nH]c1ccc(F)cc12)OCc1ccccc1 was read as AGP1 TOR yeast 96.8, LAP4 TOR yeast 92.2, CIT2 TOR yeast 105.6, MEP2 TOR yeast 100.9, GRK2 inh 0.0, RPL19A TOR yeast 98.5, VLA-4 inh -20.1 and JMJD2C inh 78.8.
`Cc1cc(=O)n(-c2ccc(O)cc2)[nH]1` gave AGP1 TOR yeast 96.2, LAP4 TOR yeast 94.4, CIT2 TOR yeast 94.1, MEP2 TOR yeast 97.7, GRK2 inh 4.0, RPL19A TOR yeast 97.8, VLA-4 inh 6.0 and JMJD2C inh -7.8.
For CC(NC(=O)c1cccc(Br)c1)c1ccccc1 (stereo unspecified) the results were AGP1 TOR yeast 96.3, LAP4 TOR yeast 102.2, CIT2 TOR yeast 97.2, MEP2 TOR yeast 100.7, GRK2 inh 4.0, RPL19A TOR yeast 98.6, VLA-4 inh 6.1 and JMJD2C inh -6.8.
Screening COc1ccccc1-c1nnc(NC(=O)C2=COCCO2)o1 returned AGP1 TOR yeast 91.0, LAP4 TOR yeast 107.3, CIT2 TOR yeast 93.7, MEP2 TOR yeast 100.7, GRK2 inh 0.0, RPL19A TOR yeast 102.6, VLA-4 inh 16.1 and JMJD2C inh 1.2.
For c1ccc(CSc2cc3ccccc3[nH]2)cc1 the results were AGP1 TOR yeast 87.0, LAP4 TOR yeast 107.9, CIT2 TOR yeast 82.3, MEP2 TOR yeast 101.2, GRK2 inh 1.0, RPL19A TOR yeast 98.6, VLA-4 inh -3.3 and JMJD2C inh 1.0.
`O=C(CSc1nc2ccc(Nc3nc(N4CCOCC4)nc(N4CCOCC4)n3)cc2s1)N1CCOCC1` gave AGP1 TOR yeast 100.8, LAP4 TOR yeast 96.4, CIT2 TOR yeast 98.5, MEP2 TOR yeast 100.6, GRK2 inh 0.0, RPL19A TOR yeast 100.8, VLA-4 inh 13.6 and JMJD2C inh 0.0.

From PubChem BioAssay
